High-throughput results from PubChem BioAssay.
EPAC2 ag: EPAC2 (human) agonism; Q8WZA2; 360,000 compounds, 0.079% hits; Potency, µM (titrated, usually from 154 µM), without a hit: at the top dose activation, most hits filed as activators; AID 720711; EPAC2 activation, biochemical qHTS; response scale: 100% = 6.5 mM cAMP response; note: potency is the fitted concentration of half-maximal effect; nearly all actives have a fitted effect of over 50% in size
Target sequence (Q8WZA2 whole entry, looked up): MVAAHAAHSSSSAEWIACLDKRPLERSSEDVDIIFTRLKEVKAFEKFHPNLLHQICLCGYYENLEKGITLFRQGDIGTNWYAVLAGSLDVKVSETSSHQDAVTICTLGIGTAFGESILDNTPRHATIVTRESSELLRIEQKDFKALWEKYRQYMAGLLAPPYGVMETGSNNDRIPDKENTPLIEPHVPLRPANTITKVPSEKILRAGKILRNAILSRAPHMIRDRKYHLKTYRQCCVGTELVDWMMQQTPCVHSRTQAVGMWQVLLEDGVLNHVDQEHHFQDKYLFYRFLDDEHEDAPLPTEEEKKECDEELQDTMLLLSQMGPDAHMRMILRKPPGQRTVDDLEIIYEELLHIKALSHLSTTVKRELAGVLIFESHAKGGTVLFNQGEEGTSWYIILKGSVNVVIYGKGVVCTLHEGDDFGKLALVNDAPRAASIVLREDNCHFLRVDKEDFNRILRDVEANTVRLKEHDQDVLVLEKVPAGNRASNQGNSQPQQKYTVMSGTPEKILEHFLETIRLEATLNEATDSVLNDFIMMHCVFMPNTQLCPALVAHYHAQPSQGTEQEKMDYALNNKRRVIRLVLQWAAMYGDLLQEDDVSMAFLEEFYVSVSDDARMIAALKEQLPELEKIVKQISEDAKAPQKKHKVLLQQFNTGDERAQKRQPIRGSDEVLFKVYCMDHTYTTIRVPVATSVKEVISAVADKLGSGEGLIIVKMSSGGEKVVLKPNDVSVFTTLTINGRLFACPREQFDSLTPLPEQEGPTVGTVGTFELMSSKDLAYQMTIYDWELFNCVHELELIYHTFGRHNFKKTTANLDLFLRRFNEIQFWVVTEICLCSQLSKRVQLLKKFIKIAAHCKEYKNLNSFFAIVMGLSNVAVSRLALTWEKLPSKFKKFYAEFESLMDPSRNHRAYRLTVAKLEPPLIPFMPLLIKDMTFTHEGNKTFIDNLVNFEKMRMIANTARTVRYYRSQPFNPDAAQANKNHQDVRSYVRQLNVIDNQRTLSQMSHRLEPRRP
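Compounds were added across a concentration range to EPAC2 (100 nM), RAP1B-BODIPY-GDP (250 nM) and GDP (50 uM). After 5 min at room temperature, fluorescence was recorded at 5-min intervals for 30 min.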
Nrf2 activator: activators of Nrf2 (ARE) signaling. AREc32 ARE-luciferase reporter (MCF7-derived line), luminescence, 24 h. Potency, µM (series often up to 46.1 µM), inactives show at the top dose activation, hits mostly activators. 410,000 compounds, 0.31% hits. AID 624171; note: potency is the fitted concentration of half-maximal effect; % of control where 0% means no effect; nearly all actives have a fitted effect of over 65% in size
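Nrf2 activation is followed as ARE-luciferase induction in the AREc32 line after one day of compound treatment; luminescence is read with Steady-Glo.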
A549 viability: A549 cytotoxicity, counter-screen for Nrf2 inhibitors; A549 ARE-Fluc cells, CellTiter-Fluor viability, 18-24 h; AID 504648; Potency, µM (top dose mostly 46 µM), inactives show at the highest dose activity change, negative = cytotoxicity, actives largely listed as inhibitors; 390,000 compounds, 0.16% hits; note: potency is the fitted concentration of half-maximal effect; % is set by controls: 0 for no effect and ±100 for the full control effect
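A549 ARE-Fluc cells in 5% FBS OPTI-MEM, 5000 cells/well, rested 2 h then exposed to compounds in concentration-response for 18-24 h at 37 °C. Viability by CellTiter-Fluor fluorescence (Ex 405/Em 525) after 30 min; luciferase luminescence (BugLite, 15 min, RT) read afterwards.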
Nrf2 inh: Nrf2 pathway inhibition. A549 ARE-Fluc reporter, luciferase luminescence, 18-24 h. Potency, µM (doses to about 46 µM), inactives show at the highest dose activity change, negative = inhibition, hits mostly inhibitors. 360,000 compounds, 2.1% hits. AID 504444; note: potency is the fitted concentration of half-maximal effect; % is set by controls: 0 for no effect and ±100 for the full control effect; nearly all actives have a fitted effect of over 60% in size
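In this cell-based qHTS, ARE-driven firefly luciferase in A549 cells reports Nrf2 activity; the luminescent signal after BugLite lysis is the measured value, with a prior CellTiter-Fluor read for cell health.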
HepG2 tox: kills HepG2 cells in TGF-b inhibitor counter-screen; 410,000 compounds, 0.76% hits; Potency, µM (highest dose often 46.1 µM), without a hit: top-dose activity change, negative = cytotoxicity, most hits filed as cytotoxic; HepG2 CAGA-GFP viability, ATP luminescence, 18 h; note: potency is the fitted concentration of half-maximal effect; some results filed as inactive show a strong effect at the top dose
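HepG2 CAGA-GFP cells (1000/well, DMEM with 1% FBS) received compound, then TGF-beta at 500 pg/mL final, and were incubated 18 hours at 37 degrees C. Viability was read by CellTiter-Glo luminescence. Media-only wells were set as complete cell-killing and DMSO as no toxicity.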
ATXN2 expr inh: reduces ATXN2 reporter expression in HEK-293 cells. HEK-293 ATXN2-luciferase reporter, luminescence, 24 h. 360,000 compounds, 0.72% hits. Potency, µM (titrated, usually from 57 µM), inactives show at the highest dose activity change, negative = inhibition, most hits filed as inhibitors; note: potency is the fitted concentration of half-maximal effect; % is set by controls: 0 for no effect and ±100 for the full control effect; nearly all actives have a fitted effect of over 55% in size
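ATXN2-luciferase reporter cells (luciferase flanked by upstream and downstream ATXN2 gene portions) were treated 24 h at 37 °C with compounds at up to 57 uM. SteadyGlo luminescence gave expression; GF-AFC fluorescence gave viability.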
IL-2 act: activates IL-2 in a cell-based reporter assay. activation, % (series mostly up to about 46 µM). 360,000 compounds, 0.065% hits. IL-2 activation reporter assay, cell-based qHTS; stimulated with anti-CD3/CD4/CD28 beads; in transgenic mouse T cells; in the data active = activation above about 50%; inconclusive = mostly about 30% to 49%; note: 0% is about no effect
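Using fluorescent plate cytometry, EGFP and DsRed are detected in transgenic mouse T cells stimulated 18 h at 37 degrees C with antibody-coated beads after 60 min compound pretreatment.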
S2 tox: cell viability loss in ATXN counter-screen. 400,000 compounds, 0.49% hits. S2 cells (HEK-293 line with an ATXN2-luciferase reporter) viability, CellTiter-Fluor protease fluorescence, 24 h. Potency, µM (highest dose often 56.7 µM), usual class: cytotoxic. AID 651635; note: potency is the fitted concentration of half-maximal effect; nearly all actives have a fitted effect of over 40% in size
TGFb SMAD3 inh: inhibitors of TGF-b signaling; HepG2 CAGA-GFP TGF-b/SMAD3 reporter, GFP fluorescence, 18 h; TGF-beta stimulated, 500 pg/mL final; AID 588855; 410,000 compounds, 1.2% hits; Potency, µM (titrated, usually from 46.1 µM), without a hit: top-dose activity, negative = inhibition, hits mostly inhibitors; note: potency is the fitted concentration of half-maximal effect; % is set by controls: 0 for no effect and ±100 for the full control effect; nearly all actives have a fitted effect of over 65% in size
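Smad-responsive CAGA-GFP expression was quantified in HEPG2 cells exposed to compounds and 500 pg/mL final TGF-beta for 18 h at 37 degrees C; unstimulated wells defined full inhibition.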
Starred values were filed as active, the others as inactive; i = inactive; ? = inconclusive; . = not tested or not shown; & = joins results of further samples; [ ] = another dose, or the depositor's remark. Unless noted, calls come from the whole dose curve; as a rule, active = well fitted curve in the direction sought with a large enough effect; inconclusive = small, poorly fitted or top-dose-only effect, or another doubt; inactive = no such curve, though single readings can be large; an effect the other way counts as inactive or inconclusive.

SMILES	EPAC2 ag	Nrf2 activator	A549 viability	Nrf2 inh	HepG2 tox	ATXN2 expr inh	IL-2 act	S2 tox	TGFb SMAD3 inh
Cc1cccc(C(=O)Nc2sc(-c3ccccc3)cc2C(=O)O)c1	4%	-0.3%	-4%	?	-26%	47%[activator]	-0.2	i	-30%
NC(=O)c1ccsc1NC(=O)c1cc(=O)c2ccccc2o1	-7%	1.0%	0%	20%	-5%	42%[activator]	-0.3	i	-27%
CCOC(=O)C1=CCN(S(=O)(=O)c2ccccc2Br)C1c1cccc(C)c1 (configuration not stated)	9%	6.8%	.	.	-7%	-23%	3.6	?	-17%
COc1cccc(-c2noc(CCCC(=O)N3CCOCC3)n2)c1	0%	-0.1%	-1%	1%	-7%	.	-0.8	i	-16%
Cc1ccc(-n2cnnn2)cc1Cl	6%	-0.7%	-6%	?	13%	-18%	2.5	i	25%
CC(C)C[C@H]1CN=C(N(C)C)N1CC1CCCC1	-1%	2.8%	-1%	-4%	-13%	-18%	-0.4	i	-8%
CCN1CCSc2ccc(C(=O)NCc3cc(Br)ccc3OC)cc21	7%	-0.4%	4%	6%	-16%	-24%	-3.9	i	4%
COc1ccc(-n2nnc3c(=O)n(Cc4ccccc4C)cnc32)cc1	3%	-0.7%	10%	.	-24%	-9%	-1.3	i	-14%
CCOc1ccc(OCC(=O)Nc2ccc(OC)cc2)cc1	6%	1.8%	-1%	-9%	-24%	1%	-0.2	i	7%
Cc1ccc(NC(=O)Cn2c(SCc3cccc(F)c3)nc3ccncc32)c(C)c1	.	0.4%	3%	20%	0%	4%	.	i	?
O=C(c1ccccc1Cl)c1c(O)c2ccccc2oc1=O	-2%	13%	-13%	?	-1%	.	1.0	i	-2%
N/C(Cc1ccc([N+](=O)[O-])cc1)=N\OC(=O)COc1ccccc1Cl	17%	1.9%[9.22 µM]	15%	11%	-7%	5%	3.0	i	?
NC(Cc1ccccc1)c1csc(Nc2nccc(C(F)(F)F)n2)n1 (configuration not stated)	-2%	5.4%	.	.	16µM*	?	-0.5	i	16µM*
Cc1ccc(C)c(S(=O)(=O)Nc2ccc(O)c(C(=O)O)c2)c1	-3%	-0.1%	-4%	-4%	8%	-9%	0.4	i	48%[activator]
C=CCN(CC=C)C(=O)COC(=O)c1ccc(Sc2ncn[nH]2)c([N+](=O)[O-])c1	11%	-0.9%	1%	-7%	-1%	.	-1.8	i	5%
COc1ccc(C2C(C(=O)NCc3ccccc3)=C(C)Nc3ncnn32)cc1OC (configuration not stated)	13%	-1.3%	-6%	7%	-26%	1%	-0.1	i	-6%
COCCCn1c(=O)c2sccc2n2c(CCCC(=O)Nc3cccc(OC)c3)nnc12	.	3.2%	-7%	-15%	-6%	.	.	.	-23%
Cc1cccc(N2CCN(S(=O)(=O)c3cccc4nonc34)CC2C)c1 (configuration not stated)	5%	-0.5%	0%	-13%	-10%	-12%[11.3 µM]	-1.2	i	-17%
CCN(CC)C(=O)c1[nH]cnc1C(=O)N[C@@H](CCCCNC(=O)OC(C)(C)C)C(=O)OC(C)(C)C	-4%	2.1%	-7%	-26%	-4%	4%	-0.8	i	-1%
CCOc1ccc(C(=O)Nc2cc(=O)n(C)c(=O)n2C)cc1	2%	-0.4%	1%	7%	-4%	7%	-2.2	i	1%
Cc1ccccc1-n1c(=O)c2ccccc2n2cnnc12	2%	-0.2%	-4%	5%	4%	.	-0.2	.	0%
CC(=O)N1CCC2(CC1)CC(=O)c1cc(OCC(=O)N3CCOCC3)ccc1O2	7%	-1.0%	2%	6%	-18%	.	-0.2	i	-15%
CCCCn1c(N)c(N(CC(C)C)C(=O)CSc2ccc3c(c2)OCCO3)c(=O)[nH]c1=O	-1%	0.5%	8%	16%	-4%	1%	1.1	i	2%
COc1cccc2cc(C(=O)Oc3ccccc3)c(=O)oc12	4%	19%	5%	?	17%	.	0.1	i	6%
CCn1ncc([N+](=O)[O-])c1C(=O)Nc1ccc(C)c(C)c1	3%	2.3%	1%	20%	1%	.	-0.7	i	-13%

Arranged by SMILES length (falling): 3 of the compounds above.
SMILES	EPAC2 ag	Nrf2 activator	A549 viability	Nrf2 inh	HepG2 tox	ATXN2 expr inh	IL-2 act	S2 tox	TGFb SMAD3 inh
COc1ccc(C2C(C(=O)NCc3ccccc3)=C(C)Nc3ncnn32)cc1OC (configuration not stated)	13%	-1.3%	-6%	7%	-26%	1%	-0.1	i	-6%
CCn1ncc([N+](=O)[O-])c1C(=O)Nc1ccc(C)c(C)c1	3%	2.3%	1%	20%	1%	.	-0.7	i	-13%
CC(C)C[C@H]1CN=C(N(C)C)N1CC1CCCC1	-1%	2.8%	-1%	-4%	-13%	-18%	-0.4	i	-8%

The listing continues.
SMILES	EPAC2 ag	Nrf2 activator	A549 viability	Nrf2 inh	HepG2 tox	ATXN2 expr inh	IL-2 act	S2 tox	TGFb SMAD3 inh
COc1ccc(NC(=O)CN(C)C(=O)c2ccc(=O)[nH]c2)cc1	-11%	0.3%	1%	9%	1%	10%	0.0	i	3%
CCN(CC)CCNC(=O)c1cc2c(=O)n(C)c3ccccc3c2n1C	12%	29%	-4%	-1%	-11%	?	-2.5	?	-9%
O=c1c(-c2ccco2)[n+]([O-])c2ccccc2n1OCc1ccccc1[N+](=O)[O-]	-10%	?	-10%	?	9%	-5%	24	i	8%
COC(=O)c1ccc(-n2nnnc2SCC(=O)Nc2ccccc2F)cc1	10%	-0.8%	8%	7%	-12%	-4%	0.0	i	-16%
COC(=O)c1ccc(=O)n(-c2ccc(OC)cc2)c1	14%	0.1%	23%	16%	6%	0%	2.0	i	?
CCOc1ccc(/C=N/NC(=O)Cc2csc(Nc3cccc(C(F)(F)F)c3)n2)c(OCC)c1	-7%	3.5%	-18%	?	-71%	-8%	-0.3	i	?
CCn1nnc(NC(=O)c2sc3ccccc3c2Cl)n1	12%	-0.6%	-2%	?	-41%	4%	-0.4	i	-12%
Cc1[nH][nH]c(=O)c1C=Nc1ccc(C(F)(F)F)cc1	9%	-2.1%	0%	-1%	2%	-7%	0.6	i	0%
N#Cc1ccccc1CN1C(=O)c2ccccc2S1(=O)=O	2%	0.2%	1%	2%	-2%	.	-3.5	i	-2%
CN1CCN(NC(=O)c2cccs2)CC1	2%	-0.4%	-1%	-1%	-12%	-2%	0.3	i	-16%
O=[N+]([O-])c1ccc(OC(F)F)c(/C=N/n2cnnc2)c1	-5%	0.1%	0%	0%	29%	-15%	-0.7	i	5%
N#Cc1cccnc1N1CCN(C(=O)c2ccccc2)CC1	-2%	-2.5%	8%	0%	2%	1%	-1.1	i	0%
Cc1cc(=O)oc2cc(OCC(=O)OCC(=O)Nc3ccc4ccccc4c3)ccc12	-7%	0.5%	-2%	20%	9%	6%	-2.6	i	4%
Cc1ccc(C(=O)Cn2nnc(-c3ccccc3)n2)cc1	15%	-0.3%	-1%	3%	0%	5%	-2.1	i	19%
O=C1CC2(CCN(C(=O)COc3ccc(F)cc3)CC2)Oc2ccccc21	2%	0.0%	-7%	9%	-6%	2%	1.4	i	-6%
COc1ccc(CC(=O)N(Cc2ccccc2)C(C)C)cc1	-2%	-0.9%	-13%	-34%	-7%	.	-2.9	i	2%
CCN1CCN(C(CNS(=O)(=O)c2ccc(OC)cc2)c2cccnc2)CC1 (configuration not stated)	1%	0.3%	6%	10%	-1%	4%	-3.5	i	-3%
COc1ccc(-c2c3c(=O)n(C)c(=O)n(C)c3cn2NC(C)=O)cc1	9%	-0.2%	1%	11%	-1%	5%	-1.4	i	-2%
O=C(COc1ccc(/C=N/NC(=O)c2ccccc2)cc1)Nc1ccc([N+](=O)[O-])cc1	-1%	-0.3%	-6%	4%	1%	1%	-0.7	i	0%
COc1ccc(OCC(=O)N(C)Cc2ccccc2)cc1	-2%	2.2%	0%	23%	-2%	5%	1.3	i	3%
OCc1ccccc1O[C@@H]1O[C@H](CO)[C@@H](O)[C@H](O)[C@H]1O	-4%	-0.5%	0%	-7%	2%	2%	0.0	i	3%
Cc1cc(C(=O)COC(=O)c2cccc(S(=O)(=O)N(C)C)c2)c(C)n1CC1CCCO1 (configuration not stated)	-6%	0.7%	-4%	?	1%	39%[activator]	-3.4	i	2%
Nc1nc(-c2cccs2)c(CC(=O)O)s1	6%	0.5%	-1%	8%	-3%	21%	0.6	i	2%
CCNc1nc(NC(C)C)nc(N(C#N)CC(=O)OC)n1	9%	-0.1%	-5%	3%	-4%	-16%	-1.0	i	-5%
COc1ccc2nc(SCC(=O)N3CCCCC3)c(C#N)cc2c1	6%	3.9%	4%	?	18%	38%[activator]	-4.4	i	11%
Fc1ccccc1C1c2cccn2CCN1C(=S)Nc1cccc(Br)c1 (configuration not stated)	2%	0.8%	3%	-1%	-2%	.	0.0	i	4%
O=C(O)c1cc(-c2ccc(-c3c(-c4ccc5c(c4)OCO5)noc3-c3ccsc3)cc2)nc2ccccc12	10%	3.8%	-2%	?	-23%&-34%	36%[activator]	0.5	i	?
O=C(CC(c1ccccc1)c1ccccc1O)N1CCCCC1 (configuration not stated)	8%	0.2%	-14%	-3%	2%	.	-1.3	i	-16%
COc1ccc(CNC(=O)c2ccc(CNc3c(NC4CCCCC4)c(=O)c3=O)cc2)cc1	-5%	-0.6%	-2%	11%	-8%	-21%	-1.3	i	14%
O=C(COCc1cc(-c2ccc3c(c2)OCO3)on1)Nc1cccnc1Cl	-4%	0.2%	1%	?	2%	0%	-4.7	i	4%

Two entries from above in another layout:
SMILES,EPAC2 ag,Nrf2 activator,A549 viability,Nrf2 inh,HepG2 tox,ATXN2 expr inh,IL-2 act,S2 tox,TGFb SMAD3 inh
CC(C)C[C@H]1CN=C(N(C)C)N1CC1CCCC1,-1%,2.8%,-1%,-4%,-13%,-18%,-0.4,i,-8%
CCN1CCSc2ccc(C(=O)NCc3cc(Br)ccc3OC)cc21,7%,-0.4%,4%,6%,-16%,-24%,-3.9,i,4%
